LmPK inhibitor = qHTS Assay for Inhibitors of Leishmania Mexicana Pyruvate Kinase (LmPK); Q27686; purified LmPK, Kinase-Glo ATP luminescence, 1 h; Potency, µM (series often up to 57.5 µM), without a hit: at the highest dose activity change, negative = inhibition, hits mostly inhibitors; 290,000 tested, 0.37% active; note: potency is the fitted concentration of half-maximal effect
Target sequence (Q27686 whole entry, looked up): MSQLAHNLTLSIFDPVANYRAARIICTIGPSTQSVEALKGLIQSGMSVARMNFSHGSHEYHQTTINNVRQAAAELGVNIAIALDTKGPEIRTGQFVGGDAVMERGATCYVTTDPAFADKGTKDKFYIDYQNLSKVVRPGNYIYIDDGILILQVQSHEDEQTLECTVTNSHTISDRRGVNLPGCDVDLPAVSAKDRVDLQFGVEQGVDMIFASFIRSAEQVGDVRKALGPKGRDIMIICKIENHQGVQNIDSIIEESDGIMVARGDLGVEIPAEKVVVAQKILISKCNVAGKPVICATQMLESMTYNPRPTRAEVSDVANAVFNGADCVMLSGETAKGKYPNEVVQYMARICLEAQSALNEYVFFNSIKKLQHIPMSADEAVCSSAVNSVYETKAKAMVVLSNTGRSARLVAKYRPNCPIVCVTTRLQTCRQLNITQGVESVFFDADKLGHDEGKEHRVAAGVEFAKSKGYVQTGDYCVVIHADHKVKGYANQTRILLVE
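Purified LmPK (0.1 nM) converted ADP (0.1 mM) to ATP with PEP (0.5 mM) in imidazole buffer pH 7.2 with KCl and MgCl2, 1 h at room temperature. ATP was read by Kinase-Glo luminescence; data normalized to uninhibited and no-enzyme controls.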
AmpC inh detg = qHTS Inhibitors of AmpC Beta-Lactamase (assay with detergent). P00811. Potency, µM (doses to about 114 µM), for the others: at the top dose activity change, negative = inhibition, usual class: inhibitors. AmpC hydrolysis of nitrocefin, absorbance 480 nm, 0.01% Triton. 370,000 tested, 0.041% active;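 note: potency is the fitted concentration of half-maximal effect; 0% = no-compound wells and -100% = no-enzyme wells; nearly all actives have a fitted effect of over 25% in size; some results filed as inactive show a strong effect at the top dose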
Target sequence (P00811 whole entry, looked up): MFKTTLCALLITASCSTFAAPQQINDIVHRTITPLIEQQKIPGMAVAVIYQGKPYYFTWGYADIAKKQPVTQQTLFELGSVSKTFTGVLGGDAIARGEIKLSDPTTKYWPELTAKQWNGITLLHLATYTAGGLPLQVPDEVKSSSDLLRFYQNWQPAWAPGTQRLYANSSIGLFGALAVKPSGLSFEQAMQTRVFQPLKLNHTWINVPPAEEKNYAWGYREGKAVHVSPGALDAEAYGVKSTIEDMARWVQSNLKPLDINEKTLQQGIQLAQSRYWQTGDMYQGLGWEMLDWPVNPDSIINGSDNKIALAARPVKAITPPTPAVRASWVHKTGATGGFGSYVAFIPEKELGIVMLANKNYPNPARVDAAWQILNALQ
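AmpC (5.3 nM in the dispensed reagent) in 20 mM phosphate pH 7.0 with 0.01% (detergent screen) or 0.0001% Triton X-100 was preincubated with compounds for 15 min at room temperature. Nitrocefin was then added from an 800 uM solution, and hydrolysis was followed at 480 nm.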
TbPYK inhibitor = qHTS of Trypanosoma Brucei Inhibitors | TbPYK enzyme, Kinase-Glo Plus ATP luminescence, 45 min | Potency, µM (titrated, usually from 76.8 µM), for inactives: top-dose activity, negative = inhibition, usual class: inhibitors | 410,000 tested, 0.12% active; note: potency is the fitted concentration of half-maximal effect; nearly all actives have a fitted effect of over 50% in size
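ADP (130 uM final) triggers the TbPYK reaction after compound addition; incubation is 45 min at room temperature. Kinase-Glo Plus is then added and luminescence imaged. Normalized data are fitted to concentration-effect curves.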
HCMV antiviral = qHTS Assay for inhibitors of the human cytomegalovirus (HCMV) | HFF cells, HCMV-luciferase reporter, 72 h; hits give low values | activity change, negative = inhibition, % at 57.5 µM | 410,000 tested, 4.5% active | AID 1259415, 2018; in the data active = activity change below about -60%; inconclusive = no clear call, values can overlap the other calls; inactive = above about -39%
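Luciferase read-out from HCMV-luciferase-infected HFFs (MOI 1 PFU/cell) 72 h post infection at 37C; compounds added after 16 h cell attachment; activity normalized between buffer-only basal and Salinomycin (10uM) inhibitor controls.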
AmpC inh no detg = qHTS Inhibitors of AmpC Beta-Lactamase (assay without detergent). AmpC nitrocefin hydrolysis, absorbance 480 nm, 0.0001% Triton. Potency, µM (doses to about 57.1 µM), for the others: at the top dose activity change, negative = inhibition, hits mostly inhibitors. 330,000 tested, 0.52% active. AID 485341, 2010;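 note: potency is the fitted concentration of half-maximal effect; plate controls were no compound for no effect and no enzyme for full effect; nearly all actives have a fitted effect of over 20% in size; some results filed as inactive show a strong effect at the top dose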
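20 mM phosphate pH 7.0 + 0.01% (detergent screen) or 0.0001% Triton X-100; 5.3 nM AmpC reagent; cpd preinc 15 min RT; nitrocefin (800 uM stock) to start; A480 q20 s × 4 min; Activity was normalised to no-enzyme and no-compound control wells.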
AMA1-RON2 inh = qHTS for Inhibitors of AMA1-RON; Towards Development of Antimalarial Drug Lead: Primary Screen; Plasmodium falciparum AMA1 (3D7) - RON2 peptide interaction; AlphaScreen AMA1-biotinylated RON2 peptide binding; Potency, µM (doses to about 58.2 µM), for inactives: top-dose activity change, negative = inhibition, most hits filed as inhibitors; 360,000 tested, 0.2% active; AID 720542, 2013;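 note: potency is the fitted concentration of half-maximal effect; 0% = vehicle wells and -100% = peptide control; nearly all actives have a fitted effect of over 45% in size; some results filed as inactive show a strong effect at the top dose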
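AMA1 (3D7) with his tag at 25 nM final met compounds first, then biotinylated RON2 peptide at 25 nM; detection used donor plus acceptor beads, 10 µg/mL apiece, read by AlphaScreen after 30 min at room temperature.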
HCV inh = qHTS Assay for Inhibitors of Hepatitis C Virus (HCV). AID 651820, 2012. Potency, µM (top dose mostly 41.8 µM), for the others: top-dose activity change, negative = inhibition, usual class: inhibitors. Huh7.5.1 HCVcc-Cre infection, luciferase reporter, 44 h. 340,000 tested, 3.4% active; note: potency is the fitted concentration of half-maximal effect
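Infectious HCVcc-Cre (~0.5 moi) was added to cells just after compound, with cells seeded 4 h earlier at 1,000 per well. Luciferase activity after 44 h culture reported infection; substrate was incubated 15 min at room temperature before reading.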
* = called active by the depositor; ? = inconclusive; · = no result given; & = joins results of further samples; [ ] = remark or other dose. Unless noted, calls come from the whole dose curve; as a rule, active = well fitted curve in the direction sought with a large enough effect; inconclusive = small, poorly fitted or top-dose-only effect, or another doubt; inactive = no such curve, though single readings can be large; an effect the other way counts as inactive or inconclusive. Unless noted, % is set by controls: 0 for no effect and ±100 for the full control effect.

SMILES	LmPK inhibitor	AmpC inh detg	TbPYK inhibitor	HCMV antiviral	AmpC inh no detg	AMA1-RON2 inh	HCV inh
O=C(COc1ccccc1)N[C@@H]1c2ccccc2CC[C@@H]1OCc1ccccc1	·	·	2%	-10	-31%	-6%	16%
OCCN1CCN(c2nc(N3CCCCC3)nc(N3CCCCC3)n2)CC1	-1%	-2%	-13%	?	140%[activator]	-1%	2%
CCOC(=O)N1CCC(N(CCN(C)C)C(=S)Nc2ccc(OCC)cc2)CC1	1%	-10%	·	0	-1%	·	·
COc1cc(CN2CCNC(=O)C2CC(=O)N(C)CCCN2CCOCC2)cc(OC)c1 (stereo not drawn)	3%	0%	-9%	13	73%[activator]	25%	13%
FC(F)(F)c1ccccc1Cc1c(-c2ccc(Cl)cc2)nc2c3ccccc3ccn12	·	·	1%	46	·	-6%	·
CCOC(=O)c1c(C)[nH]c(C(=O)CN2C(=O)NC(C)(C)C2=O)c1C	·	?	-1%	-17	-20%	8%	?
Brc1ccccc1OCCN1CCCC1	·	·	3%	-31	·	-10%	6%
CCOc1ccc(NC(=O)CC)cc1	-2%	1%	·	-21	-17%	·	·
CCN1CCOC(=O)C1CC(=O)Nc1cc(C)ccc1OC (stereo not drawn)	·	-1%	-16%	-3	·	·	·
COc1ccc(C(=O)NCCn2ccc3ccccc32)cc1OC	3%	?	-8%	44	-13%	0%	-4%
CCCNC(=O)c1cc(C2CCCN(C(=O)c3ccc4c(c3)CCO4)C2)on1 (stereo not drawn)	·	·	3%	-25	·	-1%	·
O=C(O)c1ccccc1NC(=O)N1C[C@H]2C[C@@H](C1)c1cccc(=O)n1C2	-1%	-4%	-8%	-26	-26%	9%	16%
Cc1cc(=O)nc2c3ccccc3n(C(C)C(=O)NCCC(C)C)n12 (stereo not drawn)	4%	1%	-9%	0	25%	-7%	-15%
O=C1C(c2ccc(F)cc2)N(CC2COc3ccccc3O2)C(=O)CN1C1CCCCC1 (stereo not drawn)	8%	-17%	-4%	16	11%	4%	3%
CC(=O)Nc1cccc(OCC(=O)/C=C2\N(C)c3ccccc3C2(C)C)c1	0%	-3%	-1%	?	67%[activator]	-12%	?
COc1ccc2c(c1)sc(=N)n2CC(=O)Nc1cc(C)cc(C)c1	-2%	-12%	-8%	9	-6%	0%	-6%
COc1ccccc1CNC(=O)COC(=O)c1cccs1	·	·	-5%	?	-17%	3%	5%
Fc1ccc(NC(=S)N2CCCc3ccccc32)cc1	2%	5%	-17%	?	-28%	-3%	0%
Cc1ccc2c(c1)N(Cc1ccncc1)C(=O)C(C)O2 (stereo not drawn)	-11%	-5%	6%	13	-9%	15%	24%
CCn1c2ccccc2c2cc(NC(=O)N3CCOCC3)ccc21	-3%	5%	5%	79	39%	-20%	?
COCCn1c(SC(C)C(=O)Nc2ccc3c(c2)OCCO3)nc2ccccc2c1=O (stereo not drawn)	-1%	-4%	4%	-5	0%	-1%	-27%
CCOC(=O)c1c(C)oc2ncnc(N3CCN(c4ccccc4)CC3)c12	·	3%	-1%	-24	·	·	·
COc1ccc(N(CC(=O)NCc2cccnc2)S(=O)(=O)c2c(C)nn(C)c2C)cc1	-3%	?	-2%	14	-10%	18%	16%
Cc1ccc(NC(=O)CN2C(=O)CCSc3ccc(S(=O)(=O)N4CCCC4)cc32)cc1C	10%	-16%&-3%	-3%&-4%	17&7	24%	-1%	-21%
CN(C(=O)CSc1nc2ccccc2n1CCc1ccccc1)C1CCS(=O)(=O)C1 (stereo not drawn)	9%	-6%	-24%	-3	54%	0%	-28%
CCOC(=O)N1CCC(N2C(=O)c3ccccc3C2Nc2ccccc2C)CC1 (stereo not drawn)	-5%	?	-1%	-34	-99%	0%	?
COc1ccc(NC(=O)c2cc(CC(C)C)nc3ccccc23)cc1	-1%	2%	7%	-77*	37%	-2%	?
Cc1ccccc1N(CC(=O)NCc1ccc2c(c1)OCO2)C(=O)CCC(=O)Nc1ccccn1	1%	-15%	1%	28	-2%	1%	-6%
CCOC(=O)[C@H]1[C@H]2COc3ccccc3[C@@H]2N2C(=O)c3cc(OC)c(OC)cc3NC(=O)[C@@]12C	·	0%	-3%	-2	38%	0%	-4%
Cc1ccccc1OCCCCn1c(CO)nc2ccccc21	8%	-2%	4%	-94*	96%[activator]	10%	11µM*
COc1ccccc1NC(=O)c1cc(C(=O)Nc2ccccc2OC)cc(N2C(=O)CCC2=O)c1	6%	?	0%	-23	-40%	12%	5%
Cc1cc(C)c(NC(=O)COC(=O)c2ccncc2)c(C)c1	·	·	3%	-12	-34%	0%	7%
Cn1c(=O)n(Cc2ccccc2F)c(=O)c2c1nc1n2CCCN1CCc1ccccc1	4%	?	-9%	38	-4%	6%	6%
O=C1NC(=O)c2cc(NC(=O)C3CCCCC3)ccc21	-7%	?	5%	7	-21%	30%[activator]	11%
COc1ccccc1-c1nnc(SCC(=O)Nc2cc(C)on2)o1	3%	2%	2%	-36	·	-4%	-14%
Cc1nn(C)cc1/C=N/NC(=O)Cn1nnc(N)n1	0%	3%	0%	14	-15%	17%	3%
CN1CCN(C(=O)CCN2C(=O)S/C(=C/c3ccc(Cl)cc3)C2=O)CC1	1%	2%	1%	?	-4%	-16%	4%
CSc1nc2sc3c(c2c(=O)n1C)CCC3	1%	-6%	-2%	-13	-12%	-5%	?
CCC(=O)c1cn(CC(=O)Nc2ccc(C)cc2C)c2ccccc12	13%	-15%	-4%	-18	-17%	-3%	-5%
Nc1cc(=O)[nH]c(SCC(=O)Nc2cc(Cl)cc(Cl)c2)n1	5%	-6%	-1%	92	-20%	-2%	9%

An excerpt from above in order of molecular weight, descending.
SMILES	LmPK inhibitor	AmpC inh detg	TbPYK inhibitor	HCMV antiviral	AmpC inh no detg	AMA1-RON2 inh	HCV inh
CCOC(=O)[C@H]1[C@H]2COc3ccccc3[C@@H]2N2C(=O)c3cc(OC)c(OC)cc3NC(=O)[C@@]12C	·	0%	-3%	-2	38%	0%	-4%
COCCn1c(SC(C)C(=O)Nc2ccc3c(c2)OCCO3)nc2ccccc2c1=O (stereo not drawn)	-1%	-4%	4%	-5	0%	-1%	-27%
Cn1c(=O)n(Cc2ccccc2F)c(=O)c2c1nc1n2CCCN1CCc1ccccc1	4%	?	-9%	38	-4%	6%	6%
Nc1cc(=O)[nH]c(SCC(=O)Nc2cc(Cl)cc(Cl)c2)n1	5%	-6%	-1%	92	-20%	-2%	9%

(listing goes on)
SMILES	LmPK inhibitor	AmpC inh detg	TbPYK inhibitor	HCMV antiviral	AmpC inh no detg	AMA1-RON2 inh	HCV inh
Cc1ccc(Sc2ccc(N3CCCC(C(=O)Nc4ccc(Br)cc4)C3)nn2)cc1 (stereo not drawn)	·	20%	0%	-24	·	·	·
Cc1ccc2nc(Cl)c3cc(C(=O)NC4CCCCCC4)sc3c2c1	·	-14%	-1%	-11	·	·	·
O=C(N/N=C1\SCC(=O)N1CCc1ccccc1)c1cccs1	1%	-4%	-2%	76	-37%	0%	7%
COc1ccc(CNC(=O)Cn2c(-c3ccccc3)cc(C(C)=O)c2C)cc1OC	·	-8%	2%	10	·	·	·
O=[N+]([O-])c1ccc(CS(=O)(=O)c2ccc(Cl)cc2)cc1	2%	-18%	1%	?	-18%	7%	-9%
Cc1ccc(-n2c(CNc3ccc(F)cc3)nnc2SCC(=O)NCc2ccco2)cc1	4%	?	6%	27	16%	-10%	-5%&12%
COCCNC(=O)/C(C#N)=C/c1c(N2CC(C)OC(C)C2)nc2ccccn2c1=O (stereo not drawn)	1%	-2%	-4%	16	-15%	3%	5%
O=c1[nH]nc(CNc2ccc(OC(F)(F)F)cc2)c2ccccc12	1%	?	0%	0	-35%	-2%	-17%
O=C(COC(=O)c1ccc(Cl)nc1)NC1CCCc2ccccc21 (stereo not drawn)	·	·	0%	14	-44%	14%	6%
CCCCn1c(N)c(N(Cc2ccccc2OC)C(=O)C2=COCCO2)c(=O)[nH]c1=O	·	-2%	-4%	-6	-5%	1%	29%
Cc1nnc(NC(=O)NCN2C(=O)C3C4C=CC(C4)C3C2=O)s1 (stereo not drawn)	-7%	0%	-2%	-32	-8%	-2%	13%
Clc1ccc(-c2nnc3c4ccccc4nc(N4CCOCC4)n23)cc1Cl	8%	-2%	-2%	-90*	58%	-25%	6%
CCOC(=O)c1cn2nc(N3CCCCC3)ccc2n1	?	-4%	-9%	4	6%	16%	4%
O=C(Nc1cccc(-c2nc3cccnc3s2)c1)C1c2ccccc2Oc2ccccc21	2%	-15%	-15%	-29	-22%	-8%	-1%[8.37 µM]
CC1(C)CC2(CCO1)OC(=O)CC2C(=O)Nc1c(Cl)cccc1Cl (stereo not drawn)	2%	-6%	2%	8	0%	-7%	15%
CC1=C(C(=O)Nc2cc(C)ccc2C)C2(CCCCCC2)OC1=O	·	-4%	2%[15.4 µM]	0	·	·	·
COc1ccc(CN2C(=O)C(NC(=O)c3ccccc3C)(C(F)(F)F)N=C2c2ccccc2)cc1 (stereo not drawn)	·	-4%	1%	-103*	·	·	·
COc1ccc2c3c1OC1CC(O)C=CC31CCN(C)C2 (stereo not drawn)	2%&3%	-19%&8%	3%&-1%	3&3	-13%&-5%	8%&-3%	-7%&15%
Cc1cccc(NC2=C(C#N)C(=O)NC3(CCCC3)S2)c1	3%	4%	5%	-12	-25%	0%	14%
CCOc1cccc(OCCOCCNC(C)(C)C)c1	-3%	?	27%	-4	-4%	-11%	-1%
O=C(Sc1cccc2cccnc12)c1ccc(F)cc1	-1%	-18%	·	-100*	-28%[11.4 µM]	·	·
Cc1ccccc1N(CC(=O)Nc1ccc(F)cc1)S(C)(=O)=O	8%	-12%	-4%	-13	-32%	12%	-11%
CC(C)(C)c1nn(-c2ccccc2)c2[nH]c(=O)c(CNCc3ccco3)cc12	8%	-12%	2%	-10	37%	101%[activator]	-29%
COCCNC(=O)c1onc(CSc2ccccc2)c1C(=O)O	0%	1%	3%	31	-6%	-7%	34%[activator]
CCOC(=O)NCC(C#CCN(CC)CC)N(CC)CC (stereo not drawn)	-2%	?	-4%	-24	-4%	11%	12%
Cc1ccc(Nc2nc(N)nc(CSc3nncn3C)n2)cc1	-5%	1%	1%	18	-16%	5%	14%

Screening data from PubChem BioAssay.
